CXXC DNA block = inhibitors of human MLL CXXC domain-DNA interaction | Q03164 | MLL-CXXC / FITC-HOXA9 DNA fluorescence polarization | Potency, µM (titrated, usually from 115 µM), for inactives: at the highest dose activity change, negative = inhibition, usual class: inhibitors | hit rate 0.037% among 290,000 | AID 2662; active means well fitted inhibition curve with a large enough effect in the polarisation, with a control signal flat, not every such curve was filed as active; inconclusive means small, poorly fitted or top-dose-only effect, or effect the other way, or a change in a side signal; inactive means no such curve, though single readings can be large or run the other way; the % refers to the polarisation; further: potency means the concentration at half of the fitted maximal effect
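Purified MLL-CXXC (added from a 7 uM solution) was preincubated 5 min at ambient with pinned compounds in 50 mM Tris-HCl pH 7.5, 50 mM NaCl, 1 mM DTT, 0.05% BSA. Fluorescein-labeled HOX-A9 DNA (50 nM solution) followed, 30 min, then polarization read.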
GALK inhibitor = blocks human galactokinase activity. Purified GALK, Kinase-Glo residual ATP luminescence. Potency, µM (titrated, usually from 57.5 µM), inactives show top-dose activity change, negative = inhibition, hits mostly inhibitors. hit rate 0.007% among 270,000. AID 1868; further: potency means the concentration at half of the fitted maximal effect; on the % scale 0 is the no-effect control and ±100 the full control effect
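Compounds were pin-transferred into ATP buffer (35 uM final), then GALK plus galactose (5 nM, 100 uM final) was added. After 1 h at room temperature, Kinase-Glo Plus was added and luminescence read after 10 min.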
Integrin act MD = integrin-mediated muscular dystrophy alleviation activation | alpha7betagal myoblasts, beta-gal FDG fluorescence, 48 h | Potency, µM (top dose mostly 38.3 µM), for the others: at the highest dose activation, actives largely listed as activators | hit rate 0.064% among 350,000;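 further: potency means the concentration at half of the fitted maximal effect; 100% = response of the positive control SU9516; nearly all actives have a fitted effect of over 60% in size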
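Alpha7betagal+/- myoblasts (passage 13) were plated 16-24 hr, then exposed to compounds (1:260 dilution of DMSO stock) for 48 hours at 37C. After MPER lysis, β-galactosidase reporter activity was read as FDG fluorescence (ex 480/em 540) after 30 minutes.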
KCNH2 WT inh = KCNH2 (human, wildtype) channel inhibition | Q12809 | U2OS, BacMam KCNH2, thallium flux FluxOr; stronger effect = lower value | AID 720551 | activity change, % at 1.84 µM | hit rate 0.37% among 340,000;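 active means maximum activity change below -70%; inconclusive means maximum activity change between -70% and -50%; inactive means maximum activity change above -50%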; further: on the % scale 0 is the no-effect control and ±100 the full control effect
Target sequence (Q12809 whole entry, looked up): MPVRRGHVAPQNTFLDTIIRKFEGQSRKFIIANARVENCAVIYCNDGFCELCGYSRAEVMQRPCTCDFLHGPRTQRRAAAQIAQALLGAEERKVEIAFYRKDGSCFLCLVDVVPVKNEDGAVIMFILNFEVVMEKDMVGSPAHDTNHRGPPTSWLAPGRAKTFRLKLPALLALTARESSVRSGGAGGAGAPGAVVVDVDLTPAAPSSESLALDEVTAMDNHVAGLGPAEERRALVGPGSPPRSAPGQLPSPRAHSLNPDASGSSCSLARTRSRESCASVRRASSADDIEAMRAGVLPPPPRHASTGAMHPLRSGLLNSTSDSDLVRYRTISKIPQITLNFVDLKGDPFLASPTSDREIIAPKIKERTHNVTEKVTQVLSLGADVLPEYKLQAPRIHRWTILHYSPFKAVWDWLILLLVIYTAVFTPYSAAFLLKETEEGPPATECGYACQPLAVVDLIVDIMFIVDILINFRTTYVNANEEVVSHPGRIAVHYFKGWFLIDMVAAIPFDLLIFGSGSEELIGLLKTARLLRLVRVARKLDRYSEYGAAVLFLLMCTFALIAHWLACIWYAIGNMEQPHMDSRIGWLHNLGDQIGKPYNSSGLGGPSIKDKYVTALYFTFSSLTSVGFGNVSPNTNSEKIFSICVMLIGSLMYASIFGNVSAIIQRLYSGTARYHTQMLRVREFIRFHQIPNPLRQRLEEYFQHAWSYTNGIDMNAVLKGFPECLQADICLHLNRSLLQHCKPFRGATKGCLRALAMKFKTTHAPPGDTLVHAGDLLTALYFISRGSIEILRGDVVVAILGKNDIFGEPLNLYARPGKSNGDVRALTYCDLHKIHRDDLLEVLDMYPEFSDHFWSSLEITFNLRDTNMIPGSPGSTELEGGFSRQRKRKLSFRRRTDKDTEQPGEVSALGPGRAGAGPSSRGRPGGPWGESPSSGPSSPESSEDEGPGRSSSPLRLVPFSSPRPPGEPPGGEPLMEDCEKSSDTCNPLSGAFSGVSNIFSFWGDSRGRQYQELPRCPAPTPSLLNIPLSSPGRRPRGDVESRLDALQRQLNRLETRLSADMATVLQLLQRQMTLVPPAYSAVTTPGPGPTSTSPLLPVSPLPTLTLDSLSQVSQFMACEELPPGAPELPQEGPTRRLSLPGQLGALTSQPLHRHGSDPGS
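U2OS cells were transduced with wild-type KCNH2 virus (2.03 x 10^8 / mL) for 4 h at room temperature, then cultured overnight at 37 C. Thallium flux was read with FluxOr dye. Rate constants were normalized to DMSO controls.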
AT treatment = potential ataxia-telangiectasia treatments restoring KAP-1 phosphorylation; […] A-T fibroblasts, KAP-1 phosphorylation AlphaLISA; neocarzinostatin DNA damage 30 min before lysis; Potency, µM (top dose mostly 57.5 µM), without a hit: top-dose activation, actives largely listed as activators; hit rate 0.19% among 320,000; further: potency means the concentration at half of the fitted maximal effect; % of control where 0% means no effect; nearly all actives have a fitted effect of over 45% in size
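ATM-like activity read as KAP-1 phosphorylation via AlphaLISA donor/acceptor antibody pairs after lysis and 6 hr at 25C. Cells were ATM-null patient fibroblasts ([…], hTERT), dosed 60 min, then exposed to the DSB inducer NCS for 30 min.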
TRPV1 agonist = activates the human vanilloid receptor TRPV1. Q8NER1. TRPV1-expressing cells, Fluo-8 calcium influx, agonist mode. activation, % at 8.33 µM. hit rate 0.19% among 320,000. AID 540275; in the data active means activation above about 80%; inconclusive means between about 30% and that limit; further: 0% is about no effect
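Cells expressing TRPV1 were dye-loaded with Fluo-8 and read kinetically: 10 s baseline, 3 min after compound (agonist portion), then 2 min after EC20 capsaicin (allosteric enhancer portion). Calcium-bound dye fluorescence at 480/520 nm.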
MBNL1-CUG inh = inhibitors of human MBNL1 binding to CUG repeat RNA. TR-FRET MBNL1-His/biotin-(CUG)12 binding, 665/545 ratio. hit rate 0.036% among 280,000. Q9NR56. Potency, µM (top dose mostly 57.5 µM), without a hit: top-dose activity change, negative = inhibition, actives largely listed as inhibitors; active means well fitted inhibition curve with a large enough effect in the signal ratio, with a control signal flat, not every such curve was filed as active; inconclusive means small, poorly fitted or top-dose-only effect, or effect the other way, or a change in a side signal; inactive means no such curve, though single readings can be large or run the other way; the % refers to the signal ratio; further: potency means the concentration at half of the fitted maximal effect; on the % scale 0 is the no-effect control and ±100 the full control effect
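Compounds (final 92 nM to 58 uM) are added to His-tagged MBNL1 and biotin-(CUG)12, then terbium anti-His antibody and streptavidin-XL665 (5 nM final). After 60 min at room temperature, the 665/545 nm ratio is read.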
ASM inhibitor = inhibitors of human secretory acid sphingomyelinase. P17405. placental ASM, HMU-PC fluorogenic substrate, 60 min. Potency, µM (series often up to 57.5 µM), inactives show top-dose activity change, negative = inhibition, actives largely listed as inhibitors. hit rate 0.006% among 340,000; further: potency means the concentration at half of the fitted maximal effect
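qHTS format. ASM enzyme prepared from human placenta hydrolyses the fluorogenic substrate HMU-PC0 (9 uM final) over 60 min at 37 °C after a 10 min compound preincubation.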
KCNH2 3.1 inh = KCNH2 3.1 (human) potassium channel inhibition | U2OS KCNH2 3.1, thallium flux FluxOr; stronger effect = lower value | activity change, % (tested at about 1.8 µM) | hit rate 0.95% among 340,000;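 active means maximum activity change below -70%; inconclusive means maximum activity change from -70% to -50%; inactive means maximum activity change above -50%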;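 further: thallium influx rate constant from kinetic fluorescence after stimulation buffer; on the % scale 0 is the no-effect control and ±100 the full control effect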
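Steps: virus added to U2OS suspension (4 h, RT, dark); medium with 10% FBS added, cells plated, 37 C overnight; FluxOr/Red40 loading buffer 45 min RT; stimulation buffer, 2 min kinetic read; rate constant normalized.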
Coupling enz = counter-screen for Giardia aldolase inhibitors: coupling enzyme system; AID 2472; hit rate 0.67% among 290,000; activity change, negative = inhibition, % at 58.2 µM, hits read low; coupling enzyme system counterscreen, AmpLite Red fluorescence; in the data active means activity change below about -30%; further: on the % scale 0 is the no-effect control and ±100 the full control effect
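Final compound at 57.5 uM, incubated 10 min at RT with coupling enzyme reagent (glyceraldehyde-3-phosphate), then 20 min with substrate and AmpLite Red detection. Fluorescence read at 525/598 nm; tests interference with the coupling assay, not aldolase inhibition.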
Numbers without * were called inactive; ? = inconclusive; / = no result given. Unless noted, the call rests on the fitted dose curve; in most records, active means well fitted curve in the direction sought with a large enough effect; inconclusive means small, poorly fitted or top-dose-only effect, or another doubt; inactive means no such curve, though single readings can be large; an effect the other way counts as inactive or inconclusive. An unsorted share of the library. About 2% of those tested had a hit in this group.

#	compound	CXXC DNA block	GALK inhibitor	Integrin act MD	KCNH2 WT inh	AT treatment
1	COc1ccccc1N1CCN(C(c2ccc(N(C)C)cc2)c2nnnn2CCc2ccccc2)CC1 (stereo not given)	15%	-4%	10%	5	-10%
2	Cn1c(=O)c2c(ncn2CC(=O)Nc2cc(S(=O)(=O)N3CCCCC3)ccc2Cl)n(C)c1=O	/	/	18%	6	11%
3	COc1ccc(-c2c(-c3cc(OC)cc(OC)c3)n(C)c3ccc(-c4ccc5[nH]ccc5c4)cc23)cc1	/	/	12%	-7	16%
4	Cc1cc2oc(=O)cc(-c3ccccc3)c2c(C)c1-c1ccc(N(C)C)cc1	/	/	-22%	11	9%
5	CC1CC(C)CN(C(=O)CSCC(=O)O)C1 (stereo not given)	10%	-2%	-9%	-25	46%
6	C/C(=N\NC(=O)COc1ccc2ccccc2c1)c1cccs1	?	5%	29%	5	2%
7	Cc1ccc(NC(=O)c2ccc(CN3CC(=O)N4CCCCC4C3=O)cc2)c(C)c1 (stereo not given)	6%	/	5%	3	12%
8	Cc1ccc(S(=O)(=O)N2CCOCC2)cc1C(=O)N1CCN(S(=O)(=O)c2ccccc2F)CC1	/	/	32%	3	/
9	CC(OC(=O)CCN1C(=O)C2CC=CCC2C1=O)C(=O)c1ccc(F)cc1 (stereo not given)	/	/	-25%	-3	6%
10	Cc1cc(C(=O)N/N=C/c2ccc3ccccc3c2)n[nH]1	-2%	-6%	22%	-3	4%
11	Cc1ccc(S(=O)(=O)c2nc(-c3ccccc3Cl)oc2N(C)C)cc1	-4%	-4%	27%	5	12%
12	O=S(=O)(c1ccc(Cl)cc1)N1CCN2CCCC2C1 (stereo not given)	5%	3%	6%	-11	3%

#	TRPV1 agonist	MBNL1-CUG inh	ASM inhibitor	KCNH2 3.1 inh	Coupling enz
1	2	-8%	-1%	21	-3
2	/	/	0%	-17	/
3	-2	/	25%	-21	/
4	/	/	-2%	-18	3
5	3	-7%	1%	-3	2
6	0	-1%	-13%	-2	-4
7	0	-13%	1%	-19	-1
8	/	/	-1%	-4	/
9	1	/	-1%	-25	/
10	0	3%	-1%	-21	/
11	29	-2%	/	15	/
12	1	-8%	5%	5	-1

Part of the list above in order of SMILES length, rising.
#	compound	CXXC DNA block	GALK inhibitor	Integrin act MD	KCNH2 WT inh	AT treatment
12	O=S(=O)(c1ccc(Cl)cc1)N1CCN2CCCC2C1 (stereo not given)	5%	3%	6%	-11	3%
6	C/C(=N\NC(=O)COc1ccc2ccccc2c1)c1cccs1	?	5%	29%	5	2%
10	Cc1cc(C(=O)N/N=C/c2ccc3ccccc3c2)n[nH]1	-2%	-6%	22%	-3	4%
11	Cc1ccc(S(=O)(=O)c2nc(-c3ccccc3Cl)oc2N(C)C)cc1	-4%	-4%	27%	5	12%
9	CC(OC(=O)CCN1C(=O)C2CC=CCC2C1=O)C(=O)c1ccc(F)cc1 (stereo not given)	/	/	-25%	-3	6%
4	Cc1cc2oc(=O)cc(-c3ccccc3)c2c(C)c1-c1ccc(N(C)C)cc1	/	/	-22%	11	9%
7	Cc1ccc(NC(=O)c2ccc(CN3CC(=O)N4CCCCC4C3=O)cc2)c(C)c1 (stereo not given)	6%	/	5%	3	12%
1	COc1ccccc1N1CCN(C(c2ccc(N(C)C)cc2)c2nnnn2CCc2ccccc2)CC1 (stereo not given)	15%	-4%	10%	5	-10%
8	Cc1ccc(S(=O)(=O)N2CCOCC2)cc1C(=O)N1CCN(S(=O)(=O)c2ccccc2F)CC1	/	/	32%	3	/
3	COc1ccc(-c2c(-c3cc(OC)cc(OC)c3)n(C)c3ccc(-c4ccc5[nH]ccc5c4)cc23)cc1	/	/	12%	-7	16%

#	TRPV1 agonist	MBNL1-CUG inh	ASM inhibitor	KCNH2 3.1 inh	Coupling enz
12	1	-8%	5%	5	-1
6	0	-1%	-13%	-2	-4
10	0	3%	-1%	-21	/
11	29	-2%	/	15	/
9	1	/	-1%	-25	/
4	/	/	-2%	-18	3
7	0	-13%	1%	-19	-1
1	2	-8%	-1%	21	-3
8	/	/	-1%	-4	/
3	-2	/	25%	-21	/

Next part:
#	compound	CXXC DNA block	GALK inhibitor	Integrin act MD	KCNH2 WT inh	AT treatment
13	COCCNC(=O)C(c1cccs1)N(C(=O)Cn1nnc2ccccc21)c1ccccc1 (stereo not given)	8%	2%	-4%	8	14%
14	COc1ccc(OC)c(C(=O)N2CCCC(Nc3ccc(F)cc3)C2)c1 (stereo not given)	-3%	1%	22%	-16	7%
15	C/C=C(/C)C(=O)OC1c2c(ccc3ccc(=O)oc23)OC(C)(C)C1OC(C)=O (stereo not given)	-4%	-4%	-8%	4	-3%
16	Cc1nc(SCC(=O)N2CC(C)OC(C)C2)nc(C)c1C (stereo not given)	-2%	2%	16%	-1	-5%
17	O=C(CSc1nccn1-c1ccc(F)cc1)NCc1ccc2c(c1)OCO2	8%	3%	-6%	0	9%
18	O=C(NCCNc1ccc([N+](=O)[O-])cc1C(F)(F)F)c1cccc(F)c1	11%	0%	18%	2	1%
19	CCCN1CN=C(NS(=O)(=O)c2ccc(C)cc2)NC1	0%	1%	-21%	-7	-4%
20	O=C(NC1CCCCC1)C(c1ccco1)N(Cc1ccco1)C(=O)c1ccco1 (stereo not given)	20%	1%	-25%	-1	-6%
21	CC(C(=O)NCc1ccccc1)N(CCN1CCOCC1)C(=O)c1snc(C(N)=O)c1N (stereo not given)	4%	2%	/	/	-12%
22	CS(=O)(=O)Nc1ccc2[nH]c(=O)[nH]c2c1	5%	2%	-23%	-14	3%
23	Cc1cc(C(=O)CCC(=O)Nc2ncccc2O)c(C)s1	/	/	29%	-1	-1%
24	CSCCC(NS(=O)(=O)c1ccc(C)cc1)C(=O)N1CCN(C(c2ccccc2)c2ccccc2)CC1 (stereo not given)	/	/	?	1	-2%

#	TRPV1 agonist	MBNL1-CUG inh	ASM inhibitor	KCNH2 3.1 inh	Coupling enz
13	-1	-2%	4%	-7	1
14	?	3%	3%	/	3
15	28	1%	-1%	-7	1
16	6	-16%	4%	11	0
17	20	2%	1%	-2	1
18	11	?	-12%	2	1
19	2	2%	3%	-3	-4
20	11	1%	2%	4	2
21	1	15%	/	/	2
22	0	5%	-3%	-2	-1
23	17	/	5%	5	/
24	8	/	/	-18	/

Assay outcomes from PubChem.
